Tat transport – inhibitors of E. coli Tat protein transport; E. coli MC4100 TorA-mCherry Tat export, fluorescence; inhibition, % at 10 µM; 0.036% of 340,000 active; AID 488895;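 active means mean replicate inhibition at least 50% and at least half of replicates individually reaching 50%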;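 further: exported cargo escapes ClpAP degradation while cytoplasmic cargo is degraded and loses fluorescence; 0% = median of neutral control wells and 100% = median of NaSCN control wells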
AddAB inh – less growth of phage-infected E. coli with AddAB. E. coli expressing H. pylori AddAB, absorbance growth. inhibition, % at 11.9 µM. 0.29% of 330,000 active; in the data active means inhibition above about 12%;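 further: 0% = vehicle wells of infected cells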
PfHsp90 yeast 2 – reduces growth (ATP signal) of yeast expressing P. falciparum Hsp90; S. cerevisiae expressing PfHsp90, BacTiter-Glo ATP, 48 h; yeast lacking PDR1 and PDR3 efflux regulators; inhibition, % at 9.4 µM; 0.32% of 310,000 active; AID 504621;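 active means every replicate shows inhibition above about 80%, whatever the replicate mean, limit read from the data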;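 further: 0% = DMSO neutral controls and 100% = 20 µM radicicol positive controls; yeast relying on Plasmodium falciparum Hsp90 in place of its own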
Wnt bcat act – Wnt/beta-catenin pathway activation; activation, % at 9.35 µM; Wnt/beta-catenin reporter cell assay, activator, plate reader; 1.2% of 300,000 active; in the data active means activation above about 30%, passing the limit was not always enough;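 further: 0% = neutral control wells and 100% = positive control wells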
PvdQ inh – blocks Pseudomonas aeruginosa PvdQ acylase activity | 0.063% of 340,000 active | purified PvdQ acylase, fluorescence plate reader | AID 488965 | inhibition, % at 10 µM; in the data active means inhibition above about 30%, passing the limit was not always enough;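 further: 0% = vehicle neutral wells and 100% = reference inhibitor wells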
phage Ecoli inh – E. coli growth loss with phage present; growth absorbance; inhibition, % at 11.9 µM; 0.26% of 360,000 active; AID 651602; in the data active means inhibition above about 11%
DAGLB inhibitor – diacylglycerol lipase beta (human) inhibition. 0.059% of 340,000 active. inhibition, % at 5.17 µM. HEK293T DAGLB membrane lysate, EnzChek fluorogenic substrate; in the data active means inhibition above about 34%;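 further: 0% = enzyme with vehicle and 100% = wells lacking enzyme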
Target sequence (Q8NCG7 whole entry, looked up): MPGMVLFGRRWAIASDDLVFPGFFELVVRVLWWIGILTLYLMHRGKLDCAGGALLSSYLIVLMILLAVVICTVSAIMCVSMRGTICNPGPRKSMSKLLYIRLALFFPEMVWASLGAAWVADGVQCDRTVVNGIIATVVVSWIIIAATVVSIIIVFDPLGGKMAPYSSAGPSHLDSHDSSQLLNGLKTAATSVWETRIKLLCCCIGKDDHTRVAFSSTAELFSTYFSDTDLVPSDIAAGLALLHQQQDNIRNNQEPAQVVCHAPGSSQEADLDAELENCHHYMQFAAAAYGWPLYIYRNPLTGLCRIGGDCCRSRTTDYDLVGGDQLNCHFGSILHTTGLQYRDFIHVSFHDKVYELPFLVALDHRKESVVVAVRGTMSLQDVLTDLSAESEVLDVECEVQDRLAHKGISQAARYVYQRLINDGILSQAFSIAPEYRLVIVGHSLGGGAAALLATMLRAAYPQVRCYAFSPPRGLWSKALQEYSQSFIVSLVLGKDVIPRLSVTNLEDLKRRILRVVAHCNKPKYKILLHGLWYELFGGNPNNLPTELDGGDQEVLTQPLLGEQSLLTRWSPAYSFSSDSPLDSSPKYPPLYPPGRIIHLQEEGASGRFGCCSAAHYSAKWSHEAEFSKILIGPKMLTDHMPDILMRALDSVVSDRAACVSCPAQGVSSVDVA
Rtt109 HAT inh – C. albicans Rtt109 histone acetyltransferase inhibition | Q5AAJ8 | purified Rtt109/Vps75, ThioGlo CoA-SH fluorescence, 4 h | inhibition, % at 34.9 µM | 0.16% of 330,000 active | AID 540336;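 active means inhibition of at least 50% in every replicate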
Target sequence (Q5AAJ8 whole entry, looked up): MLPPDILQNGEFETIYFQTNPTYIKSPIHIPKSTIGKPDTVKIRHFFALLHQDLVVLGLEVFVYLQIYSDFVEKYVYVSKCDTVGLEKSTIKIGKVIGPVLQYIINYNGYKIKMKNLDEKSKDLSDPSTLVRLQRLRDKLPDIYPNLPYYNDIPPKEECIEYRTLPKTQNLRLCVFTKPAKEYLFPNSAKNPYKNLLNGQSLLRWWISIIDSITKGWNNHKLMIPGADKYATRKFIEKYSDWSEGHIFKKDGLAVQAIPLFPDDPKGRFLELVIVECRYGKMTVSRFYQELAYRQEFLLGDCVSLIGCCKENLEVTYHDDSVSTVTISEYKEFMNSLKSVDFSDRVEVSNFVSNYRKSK
E coli growth – bacterial growth inhibition, counter-screen for AddAB inhibitors; inhibition, % at 11.9 µM; E. coli V3065 growth, OD600 absorbance, 18 h; 0.27% of 330,000 active;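 active means inhibition above the campaign's mean inhibition across all tested compounds plus 3 SD, cut at about 9.9% in these data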;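 further: uninfected addAB+ strain grown without phage in ampicillin broth; 0% = DMSO wells and 100% = ciprofloxacin 0.95 µg/ml wells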
CAL PDZ inh – inhibitors of human CAL PDZ peptide binding; purified CAL PDZ, TMR-peptide fluorescence polarization, 1 h; inhibition, % at 20 µM; Q9HD26; 0.02% of 330,000 active; AID 504414;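 active means highest replicate inhibition of at least 40%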;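 further: plate controls were DMSO neutral control wells for no effect and unlabeled competitor peptide control wells for full effect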
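Test system: purified CerCALP PDZ construct; Compound dosing: one concentration, 20 µM compound; Also added: TMR-labelled reporter peptide T*-PRC34 bound in PDZ groove; Read-out: inhibition from polarization loss; Controls: unlabelled peptide and DMSO controls; Signal: FP readout, S and P plane fluorescence; Incubation: 1 h at RT.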
* marks the source's active call; other numbers are inactive results; / = not tested or not shown.

Start of the listing, in advance:
SMILES | Tat transport | AddAB inh | PfHsp90 yeast 2 | Wnt bcat act | PvdQ inh | phage Ecoli inh | DAGLB inhibitor | Rtt109 HAT inh | E coli growth | CAL PDZ inh
Fc1ccc(Cn2nnnc2C(c2ccc(F)cc2)N2CC=C(c3ccc(F)cc3)CC2)cc1 (stereo not given) | -3 | -1.8 | 5 | -2 | -1 | 3.9 | -2 | / | 1.2 | -3.1
CC(C)C12CN3CCN(CC(C3)/C1=N\O)C2 | -2 | -0.3 | / | -1 | -6 | 3.1 | -3 | 5 | -0.8 | 0.1
Nc1ccc([As](=O)(O)O)cc1 | -3 | 0.6 | -1 | 0 | -2 | 4.7 | 2 | -13 | 0.0 | 0.5
OC1(CN2CCOCC2)C2CC3CC(C2)CC1C3 (stereo not given) | -3 | -1.1 | 17 | / | -18 | 2.4 | -3 | 3 | 0.1 | -0.9
COc1ccc(OCC#CCN2CCNCC2)cc1 | -4 | -0.2 | 4 | 0 | 2 | -5.2 | -2 | 7 | -0.4 | 0.8
O=C(c1cccnc1)C1CCCN(Cc2nc(-c3cnccn3)no2)C1 (stereo not given) | -4 | 0.5 | -17 | 2 | -9 | 1.5 | -2 | 7 | 0.8 | -0.2

Main list, from the first entry:
SMILES | Tat transport | AddAB inh | PfHsp90 yeast 2 | Wnt bcat act | PvdQ inh | phage Ecoli inh | DAGLB inhibitor | Rtt109 HAT inh | E coli growth | CAL PDZ inh
Fc1ccc(Cn2nnnc2C(c2ccc(F)cc2)N2CC=C(c3ccc(F)cc3)CC2)cc1 (stereo not given) | -3 | -1.8 | 5 | -2 | -1 | 3.9 | -2 | / | 1.2 | -3.1
CC(C)C12CN3CCN(CC(C3)/C1=N\O)C2 | -2 | -0.3 | / | -1 | -6 | 3.1 | -3 | 5 | -0.8 | 0.1
Nc1ccc([As](=O)(O)O)cc1 | -3 | 0.6 | -1 | 0 | -2 | 4.7 | 2 | -13 | 0.0 | 0.5
OC1(CN2CCOCC2)C2CC3CC(C2)CC1C3 (stereo not given) | -3 | -1.1 | 17 | / | -18 | 2.4 | -3 | 3 | 0.1 | -0.9
COc1ccc(OCC#CCN2CCNCC2)cc1 | -4 | -0.2 | 4 | 0 | 2 | -5.2 | -2 | 7 | -0.4 | 0.8
O=C(c1cccnc1)C1CCCN(Cc2nc(-c3cnccn3)no2)C1 (stereo not given) | -4 | 0.5 | -17 | 2 | -9 | 1.5 | -2 | 7 | 0.8 | -0.2
COc1cc(OC)c(OC)cc1CN1CCN(C(=O)COc2ccc3ccccc3c2)CC1 | -1 | 4.7 | -13 | -4 | 12 | -0.8 | -2 | 42 | -1.4 | -2.8
NCCc1ccccc1 | -8 | 4.2 | 19 | 4 | -7 | 1.5 | -3 | 8 | -0.3 | 0.3
CC12CCC3C(CCC4CC(=O)CCC43C)C1CC(=NO)C2=O (stereo not given) | -4 | / | -29 | -4 | -6 | 2.0 | 0 | 3 | / | 0.1
CC(C)(C)P(=O)(N1CCOCC1)N1CCOCC1 | -6 | -0.7 | 11 | -2 | -7 | 1.1 | 2 | -6 | 1.8 | -0.2
CC(C)OC(=O)c1c(N)n(Cc2ccco2)c2nc3ccccc3nc12 | 2 | -0.6 | / | / | 4 | 2.5 | 0 | 0 | 0.0 | 0.1
CCCN(CCC)[C@@H]1CCc2cccc(O)c2C1 | -6 | 3.8 | -5 | 2 | -9 | 2.9 | 1 | -17 | 1.0 | -0.2
CC(=O)C1C2c3ccccc3OC1(C)N=c1s/c(=C/c3cnn(C)c3)c(=O)n12 (stereo not given) | 0 | 1.1 | -1 | / | -3 | 2.1 | -1 | 2 | -1.4 | -0.1
C=CCn1c(O)c(C=Nc2ccc(F)cc2)c(=O)[nH]c1=O | 2 | 0.4 | 0 | 0 | 2 | -0.6 | -1 | 0 | 0.3 | -2.3
Cc1nn(Cc2ccccc2)c(C)c1C(=O)OCC(=O)Nc1cc(S(C)(=O)=O)ccc1Cl | 18 | 2.4 | 2 | 0 | 7 | 2.8 | 2 | -11 | -0.2 | 0.1
CCc1ccc(NC(=O)C(C)OC(=O)c2c(C)nn(Cc3ccccc3)c2Cl)cc1 (stereo not given) | 5 | 1.3 | -2 | / | 2 | 3.5 | -20 | / | -0.1 | -2.1
CCN(CC)C1=NC(=[N+](CC)CC)c2ccccc21 | 0 | 1.7 | -16 | / | -3 | 0.2 | 0 | 1 | 2.9 | 0.5
CCOC(=O)C1=C(C)c2ccccc2OC1(C(=O)OCC)c1ccccc1 (stereo not given) | 9 | 2.3 | 7 | -2 | 2 | 3.3 | -5 | -6 | 2.5 | -0.5
O=C(Nc1nccs1)c1c(O)c2c(n(Cc3ccco3)c1=O)CCCC2 | 1 | 1.4 | -16 | -3 | -20 | 1.5 | -1 | -2 | 3.1 | -1.0
CC(C)N1CCN(Cc2cc3c(cc2Cl)OCO3)CC1CCO (stereo not given) | -5 | 4.2 | 1 | 3 | -5 | 0.6 | -1 | -5 | 4.2 | 0.4
CC(=O)Nc1ccc(C(c2c(O)c3ccccc3oc2=O)c2c(C)n(C)n(-c3ccccc3)c2=O)cc1 (stereo not given) | 0 | -0.1 | -8 | 4 | -4 | 4.4 | -2 | 1 | 1.4 | -1.9
COC(=O)C1=C(c2ccc(OC)c(OC)c2)C[C@@H]2CC[C@H]1N2C(=O)NCc1ccco1 | 0 | 2.2 | 2 | -1 | -5 | 2.2 | 2 | -9 | 1.7 | -0.8
CCN1CCN(Cc2cc(Br)ccc2O)CC1 | 0 | 1.4 | / | / | -13 | 1.5 | 0 | 4 | 1.4 | -0.9
CSc1ncc(Cl)c(C(=O)O)n1 | -7 | -1.3 | -17 | / | -12 | 1.8 | -2 | 4 | -1.4 | -1.5
Clc1ccc(C[n+]2c(-c3ccccc3)cc(-c3ccccc3)cc2-c2ccccc2)cc1 | 3 | 2.7 | 18 | -18 | -5 | 4.0 | 5 | 19 | 3.3 | -3.0
COc1ccccc1N=Nc1c(O)[nH]c(=S)[nH]c1=O | -13 | -1.4 | -14 | 0 | 6 | 1.5 | 7 | -1 | -2.7 | -1.7
C[C@]12CCCCC1=CC(=O)C1C2CC[C@@]2(C)C1C[C@@H](F)[C@@H]2O (stereo not given in full) | 1 | / | -10 | 2 | -13 | 2.4 | -4 | -7 | / | 0.6
O=CC(Cl)P(=O)(N1CCOCC1)N1CCOCC1 (stereo not given) | -2 | -1.6 | 1 | 0 | -30 | 3.2 | -5 | -3 | -0.1 | 0.2
Cn1c(O)c(C=NC2CCN(Cc3ccccc3)CC2)c(=O)n(C)c1=O | -5 | 2.0 | -3 | -1 | -6 | 0.9 | 1 | -6 | 0.6 | -1.8
COc1ccccc1CN1CCCC(C(=O)c2ccccc2OC)C1 (stereo not given) | 3 | -1.2 | 14 | -4 | -8 | 0.6 | 1 | -3 | -1.8 | 7.5

The final 2 entries of the section above lead into the next.
SMILES | Tat transport | AddAB inh | PfHsp90 yeast 2 | Wnt bcat act | PvdQ inh | phage Ecoli inh | DAGLB inhibitor | Rtt109 HAT inh | E coli growth | CAL PDZ inh
Cn1c(O)c(C=NC2CCN(Cc3ccccc3)CC2)c(=O)n(C)c1=O | -5 | 2.0 | -3 | -1 | -6 | 0.9 | 1 | -6 | 0.6 | -1.8
COc1ccccc1CN1CCCC(C(=O)c2ccccc2OC)C1 (stereo not given) | 3 | -1.2 | 14 | -4 | -8 | 0.6 | 1 | -3 | -1.8 | 7.5
Cc1cc(OCC(=O)N[C@@H](Cc2ccccc2)C(=O)O)c2c3c(c(=O)oc2c1)CCC3 | 9 | 2.5 | -14 | 0 | 15 | 2.5 | 1 | 10 | -0.2 | 0.0
CCCC(=O)NC(Oc1ccc(Cl)cc1Cl)C(Cl)(Cl)Cl (stereo not given) | -3 | 0.9 | -80 | 0 | -9 | 1.2 | 0 | -9 | -0.1 | -0.2
CCOc1ccc(-n2c(O)c(C=Nc3ccc(NC(C)=O)cc3)c(=O)[nH]c2=O)cc1 | 6 | 1.2 | -2 | 0 | -9 | 2.4 | 0 | -9 | -0.3 | -0.7
CC(=O)OC1C(O)C(C)OC(OC2C(OC(=O)C3CCC4C(C3)OC3(CC(OC(=O)/C=C/c5ccccc5)C(C)CO3)C43CO3)OC(C)C(O)C2OC(C)=O)C1O (stereo not given) | -10 | / | -1 | -26 | -13 | -1.9 | -2 | -4 | / | -0.6
CC(C)[C@H]1CC2C3CC=C4C[C@@H](O)CC[C@]4(C)C3CC[C@]2(C)[C@H]1O (stereo not given in full) | / | -0.1 | / | -7 | / | 2.7 | / | / | 0.1 | /
C[C@]12CCC3C(CC[C@H]4C[C@H](O)CC[C@]34C)C1CC(=O)[C@@H]2O (stereo not given in full) | 4 | -0.1 | -14 | -3 | -9 | 2.0 | -1 | 1 | -0.6 | 0.6
COC(=O)C1=C(c2ccccc2)C[C@@H]2CC[C@H]1N2C(=O)NCc1cccc2ccccc12 | 6 | 4.3 | 4 | 2 | -5 | 2.4 | -10 | 6 | -1.2 | -0.2
CC1CC2C(C(O)CC3(C)C(O)CCC23)C2(C)CCC(=O)C=C12 (stereo not given) | -2 | / | -24 | -1 | -6 | 2.9 | 0 | -2 | / | -0.4
COc1ccccc1-n1c(-c2ccccc2)nc2ccccc2c1=O | 2 | / | 2 | 1 | -19 | 0.8 | -7 | -7 | / | -0.7
CCC(=NCCc1ccccc1)c1c(O)[nH]c(=O)[nH]c1=O | -3 | -0.9 | 16 | -2 | -8 | 2.2 | 1 | -2 | -1.1 | 0.1
COc1ccccc1N1CCN(Cc2cnc(-c3ccccc3)[nH]2)CC1 | 0 | 0.2 | 2 | 0 | -14 | -0.6 | 1 | -3 | -0.2 | -0.8
COC(=O)c1c(N)n(Cc2ccc(OC)cc2)c2nc3ccccc3nc12 | 8 | 0.6 | -11 | / | -18 | 0.6 | -2 | -472 | -2.4 | -1.6
CC(C)Oc1cccc(C(=O)C2CCCN(C3CCOCC3)C2)c1 (stereo not given) | -5 | 4.9 | 19 | -1 | -6 | 4.0 | 0 | -5 | 0.1 | -1.8
Nc1ccccc1-[n+]1c(-c2ccccc2)cc(-c2ccccc2)cc1-c1ccccc1 | 3 | 2.6 | -19 | 3 | -8 | 4.5 | 2 | 19 | 1.4 | -2.2
CC(=O)OC1N=C(c2ccccc2)c2cc(Br)ccc2NC1=O (stereo not given) | 10 | -0.7 | -8 | / | 7 | 0.7 | -3 | 13 | -0.4 | -0.1
Oc1ccccc1C1NCc2ccccc2-n2cccc21 (stereo not given) | -6 | -0.8 | 5 | 1 | 8 | 3.1 | -5 | 22 | -1.3 | -5.8
CC1(C)C2([N+](=O)[O-])CNCC1([N+](=O)[O-])CNC2 | -5 | -1.3 | 18 | 2 | -1 | 3.0 | -1 | -2 | 0.2 | -0.2
C/C(O)=C(\C#N)C(=O)Nc1cc(Br)ccc1Br | -5 | 0.2 | -8 | 12 | 2 | 4.9 | 13 | 5 | 0.5 | -1.5

High-throughput results: PubChem BioAssay, several laboratories

These rows are one share of the data, so the mix of outcomes need not match the whole.
